Screens from PubChem.
RGS4 block = RGS4 inhibitors, primary screen, cell-based, HEK293 M3R inducible RGS4, calcium flux; hit rate 0.45% among 310,000; Regulator of G-protein signaling 4 (Homo sapiens), P49798; Fluo-4 calcium flux; stronger effect = higher value; triggered by carbachol at its EC20; B-score at 10 µM; AID 463165, 2010;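 active = B-score, a plate-corrected calcium signal, over three deviations above library mean, with baseline fluorescence within five deviations of library mean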;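 note: RGS4 expression induced by doxycycline in cells with stable M3 receptor; B-score is computed from the integrated fluorescence ratio over baseline after carbachol; higher B-score means a larger calcium signal and so more RGS4 inhibition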
Target sequence (P49798 whole entry, looked up): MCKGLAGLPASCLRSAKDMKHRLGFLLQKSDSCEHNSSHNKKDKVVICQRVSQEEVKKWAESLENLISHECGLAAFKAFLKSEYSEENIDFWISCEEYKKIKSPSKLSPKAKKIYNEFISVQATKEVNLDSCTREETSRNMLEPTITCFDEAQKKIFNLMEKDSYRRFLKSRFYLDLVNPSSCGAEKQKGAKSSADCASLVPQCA
DYRK1A inh = rat Dyrk1A kinase inhibitors, primary screen, biochemical, single point, plate reader; ADP-Glo luminescence, NFATc1 peptide; inhibition, % at 12.5 µM; hit rate 0.43% among 310,000; AID 504441, 2011; in the data active = inhibition above about 50%;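 note: plate controls were vehicle with enzyme for no effect and no enzyme for full effect; many of its hits are not listed in these tables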
KCNK3 block = human KCNK3 channel inhibitors, primary screen, CHO cells, FluxOR thallium flux, B-score | Potassium channel subfamily K member 3 (Homo sapiens), O14649 | B-score at 10 µM | AID 602410, 2012 | hit rate 0.84% among 340,000 | FluxOR fluorescence; stronger effect = lower value;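 active = B-score under library mean minus 4 SD, starting fluorescence ratio at most library mean plus 5 SD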;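 note: more negative B-score means stronger inhibition of thallium flux through KCNK3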
PolyA inhibitor = polyadenylation inhibitors in yeast reporter cells, primary screen, luminescence, S. cerevisiae; hit rate 0.02% among 300,000; calls only at 12 µM; S. cerevisiae SKY197-pL101 polyadenylation reporter, beta-gal luminescence; efflux-impaired pdr1/pdr3 knockout yeast; score 100 = 6 SD above DMSO;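 active = lowest replicate activity score at least 50, where 100 means six control SD above control mean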;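 note: yeast exposed to compound for 9 h at 30 °C; higher score means more reporter readthrough which indicates perturbed polyadenylation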
KCNQ1 act = potentiators or activators of KCNQ1 channel, primary screen, cell-based, thallium flux, high-throughput; Potassium voltage-gated channel subfamily KQT member 1 (Homo sapiens), P51787; CHO-K1 KCNQ1, thallium flux FluxOR fluorescence; stronger effect = higher value; B-score at 10 µM; hit rate 0.35% among 310,000;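 active = fluorescence ratio B-score, a plate-corrected score, at least three library SD, with initial intensity B-score within 5 SD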
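Test system: CHO-K1 cells stably expressing KCNQ1 / Medium: assay buffer / Also added: depolarizing K+/Tl+ stimulus, K2SO4 and Tl2SO4 each 12.5 mM in 5x stock / Incubation: 90 min dye loading and 20 min compound exposure, both at room temperature / Signal: thallium influx via FluxOR fluorescence, kinetic imaging / Evaluation: B score of baseline-normalized fluorescence ratio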
RGS4 pot = RGS4 potentiators or activators, primary screen, cell-based, HEK293 M3R inducible RGS4, calcium flux; carbachol calcium flux Fluo4; stronger effect = lower value; B-score at 10 µM; hit rate 0.92% among 310,000;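 active = B-score of the integrated calcium signal more than 4 SD below the library mean, with starting fluorescence not abnormally high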;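 note: negative B-score means reduced calcium response which marks RGS4 activation or potentiation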
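Assay system: Inducible-RGS4 HEK293 cells carrying M3 receptor | Schedule: Compound preincubation 20 min at room temperature before agonist | Signal: Kinetic calcium fluorescence imaging with Fluo4-AM dye, 2 µM | Read-out basis: B score from integrated fluorescence ratio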
GSK3beta inhib = human GSK3beta kinase inhibitors, primary screen, biochemical, cell-free homogeneous, HTS | Glycogen synthase kinase-3 beta (Homo sapiens), P49841 | GST-GSK3beta kinase, ADP-Glo luminescence, 60 min; stronger effect = lower value | AID 2097, 2009 | hit rate 0.038% among 300,000 | activity score (negative = inhibition), % at 10 µM;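 active = more than half of replicate wells score below -50%, meaning over 50% inhibition versus plate controls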;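 note: 0% = median DMSO wells and -100% = median GW8510 positive control wells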
Target sequence (P49841 whole entry, looked up): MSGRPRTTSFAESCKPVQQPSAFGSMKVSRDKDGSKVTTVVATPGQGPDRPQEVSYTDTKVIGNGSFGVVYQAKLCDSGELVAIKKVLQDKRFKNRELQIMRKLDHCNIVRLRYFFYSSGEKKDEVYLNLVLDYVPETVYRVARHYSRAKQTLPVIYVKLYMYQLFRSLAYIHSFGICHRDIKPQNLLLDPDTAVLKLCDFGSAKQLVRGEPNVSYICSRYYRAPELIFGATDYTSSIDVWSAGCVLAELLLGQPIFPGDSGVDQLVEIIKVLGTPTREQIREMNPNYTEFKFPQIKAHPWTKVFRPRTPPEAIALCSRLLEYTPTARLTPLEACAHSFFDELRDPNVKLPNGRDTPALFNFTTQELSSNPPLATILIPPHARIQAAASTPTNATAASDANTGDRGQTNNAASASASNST
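Test system – GST-tagged human GSK3beta kinase, cell-free · Incubation – 60 min enzyme reaction, room temperature · Signal – ADP-Glo luminescence · Also added – peptide substrate and ATP at 25 µM · Controls – DMSO neutral wells and GW8510 at 20 µM as positive · Buffer or medium – Tris/MgCl2 kinase buffer · Measure – Luminescence-derived activity versus plate DMSO and GW8510 wells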
GSK3 alpha inh = blockers of GSK3A enzyme activity – biochemical, luminescence, cell-free homogeneous, HTS, primary screen; hit rate 0.1% among 320,000; inhibition, % at 10 µM; GSK-3 alpha kinase, ADP-Glo luminescence, 60 min; Glycogen synthase kinase-3 alpha (Homo sapiens), P49840;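 in the data active = inhibition above about 50%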;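 note: GST-tagged GSK-3 alpha with peptide substrate and 25 µM ATP; 0% = DMSO neutral wells and 100% = GW8510 positive control wells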
hERG rescue = hERG rescue from dofetilide block, primary screen, cell-based, CHO-hERG, FluxOR thallium flux, dofetilide IC70 | dofetilide IC70 present | activation (rescue from dofetilide block), less the hit threshold, % at 10 µM | hit rate 0.51% among 310,000;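 active = activation above the mean of controls blocked by dofetilide plus 5 SD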;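 note: thallium influx through hERG after potassium depolarization seen as dye fluorescence rise; in these data hits start at about 4.7%; inactives centre near -7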
KCNK9 block = KCNK9 potassium channel inhibitors, primary screen, HEK293 cells, thallium flux; Potassium channel subfamily K member 9 (Homo sapiens), Q9NPC2; FluxOR thallium flux fluorescence; stronger effect = lower value; B-score at 10 µM; hit rate 1.2% among 310,000;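 active = ratio B-score over 3 SD below the library mean, with starting fluorescence within 5 SD of its mean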;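 note: negative B-score means less thallium flux so channel inhibition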
Target sequence (Q9NPC2 whole entry, looked up): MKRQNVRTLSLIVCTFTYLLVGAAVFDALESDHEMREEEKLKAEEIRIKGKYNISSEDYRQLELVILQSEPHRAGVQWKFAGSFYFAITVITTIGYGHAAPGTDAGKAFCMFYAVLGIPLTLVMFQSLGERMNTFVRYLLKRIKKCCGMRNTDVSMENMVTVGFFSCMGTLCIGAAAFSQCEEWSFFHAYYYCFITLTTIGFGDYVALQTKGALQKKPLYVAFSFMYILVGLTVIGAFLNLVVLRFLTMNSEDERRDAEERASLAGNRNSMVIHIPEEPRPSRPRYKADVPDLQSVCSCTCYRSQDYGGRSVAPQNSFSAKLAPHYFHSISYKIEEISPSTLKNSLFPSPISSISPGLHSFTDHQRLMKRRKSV
KCNQ1 block = inhibitors of human KCNQ1 channel, primary screen, cell-based, thallium flux, high-throughput; Potassium voltage-gated channel subfamily KQT member 1 (Homo sapiens), P51787; CHO-K1 KCNQ1, FluxOR thallium flux fluorescence; stronger effect = higher value; B-score at 10 µM; hit rate 1.3% among 310,000; AID 2642, 2010;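 active = compounds whose thallium flux B-score, printed positive for inhibition, exceeds three library SD while starting fluorescence stays within three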;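 note: channel opened by potassium depolarization with thallium stimulus after 20 min compound exposure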
Starred values were filed as active, the others as inactive. This is a subset (hit frequency here may not be typical).

`COc1ccc(N(C(C)C(=O)N/N=C/c2ccc(OC)c(OC)c2)S(C)(=O)=O)cc1` (configuration not stated) gave RGS4 block inactive, DYRK1A inh -2, KCNK3 block inactive, PolyA inhibitor inactive, KCNQ1 act inactive, RGS4 pot inactive, GSK3beta inhib -1, GSK3 alpha inh 6, hERG rescue -9, KCNK9 block inactive and KCNQ1 block inactive.
For Cc1cc(Cl)c(S(=O)(=O)N2CCN(c3ccccn3)CC2)cc1OCC(N)=O the results were RGS4 block inactive, DYRK1A inh 3, KCNK3 block inactive, PolyA inhibitor inactive, KCNQ1 act inactive, RGS4 pot inactive, GSK3beta inhib 0, GSK3 alpha inh -1, hERG rescue -6, KCNK9 block inactive and KCNQ1 block inactive.
Screening Cc1ccc(S(=O)(=O)NCCSCc2ccco2)cc1 returned RGS4 block inactive, DYRK1A inh 1, KCNK3 block inactive, PolyA inhibitor inactive, KCNQ1 act inactive, RGS4 pot inactive, GSK3beta inhib 1, GSK3 alpha inh -4, hERG rescue -5, KCNK9 block inactive and KCNQ1 block inactive.
For Cc1ccc(C(C(=O)NC(C)(C)C)N(CC2CCCO2)C(=O)Cn2nnc(-c3ccc(C)o3)n2)cc1 (configuration not stated) the results were RGS4 block inactive, DYRK1A inh 9, KCNK3 block inactive, PolyA inhibitor inactive, KCNQ1 act inactive, RGS4 pot inactive, GSK3beta inhib -2, GSK3 alpha inh -1, hERG rescue -6, KCNK9 block inactive and KCNQ1 block inactive.
Screening CC(=O)NC(NC(=S)Nc1ccc(N=Nc2ccccc2)cc1)C(Cl)(Cl)Cl (configuration not stated) returned RGS4 block inactive, DYRK1A inh -2, KCNK3 block inactive, PolyA inhibitor inactive, KCNQ1 act inactive, RGS4 pot inactive, GSK3beta inhib 2, hERG rescue -16, KCNK9 block inactive and KCNQ1 block inactive.
NS(=O)(=O)c1cccc(NC(=O)CSc2ccccn2)c1 was read as RGS4 block inactive, DYRK1A inh 3, KCNK3 block inactive, PolyA inhibitor inactive, KCNQ1 act inactive, RGS4 pot inactive, GSK3beta inhib 2, GSK3 alpha inh 0, hERG rescue -4, KCNK9 block inactive and KCNQ1 block inactive.
`Nc1nc(SCC(=O)N2N=C(c3ccc(Cl)cc3)CC2c2ccco2)n[nH]1` (configuration not stated) gave RGS4 block inactive, DYRK1A inh -8, KCNK3 block inactive, PolyA inhibitor inactive, KCNQ1 act inactive, RGS4 pot inactive, GSK3beta inhib 0, GSK3 alpha inh 1, hERG rescue -9, KCNK9 block inactive and KCNQ1 block inactive.
Screening Cc1ccc(S(=O)(=O)Oc2ccc(/C=N/N=C3/NC(=O)C(CC(=O)O)S3)cc2)cc1[N+](=O)[O-] (configuration not stated) returned RGS4 block inactive, DYRK1A inh 10, KCNK3 block inactive, PolyA inhibitor inactive, KCNQ1 act inactive, RGS4 pot inactive, GSK3beta inhib 0, GSK3 alpha inh 2, hERG rescue -6, KCNK9 block inactive and KCNQ1 block inactive.
CC(C)(C)C(=O)Nc1ccccc1C(=O)N1CCCC1 was read as RGS4 block inactive, DYRK1A inh -1, KCNK3 block inactive, PolyA inhibitor inactive, KCNQ1 act inactive, RGS4 pot inactive, GSK3beta inhib 1, GSK3 alpha inh 0, hERG rescue -8, KCNK9 block inactive and KCNQ1 block inactive.
For COc1ccc(CCNC(=O)C(=O)NCCCN2CCOCC2)cc1 the results were RGS4 block inactive, DYRK1A inh -8, KCNK3 block inactive, PolyA inhibitor inactive, KCNQ1 act inactive, RGS4 pot inactive, GSK3beta inhib 1, GSK3 alpha inh 0, hERG rescue -14, KCNK9 block inactive and KCNQ1 block inactive.
`CCOC(=O)C1CN(C(C)(C)C)C(=O)C1=O` (configuration not stated) gave RGS4 block inactive, DYRK1A inh 1, KCNK3 block inactive, PolyA inhibitor inactive, KCNQ1 act inactive, RGS4 pot inactive, GSK3beta inhib 0, GSK3 alpha inh 0, hERG rescue 0, KCNK9 block inactive and KCNQ1 block inactive.
CCCn1c(SCC(=O)NC2CCCCC2)nnc1-c1ccco1 was read as RGS4 block inactive, DYRK1A inh -5, KCNK3 block inactive, PolyA inhibitor inactive, KCNQ1 act inactive, RGS4 pot inactive, GSK3beta inhib 2, GSK3 alpha inh -3, hERG rescue -2, KCNK9 block inactive and KCNQ1 block inactive.
For C=CCc1c(C)c(C#N)c2nc3ccccc3n2c1NCCN(C)C the results were RGS4 block inactive, DYRK1A inh 1, KCNK3 block inactive, PolyA inhibitor inactive, KCNQ1 act inactive, RGS4 pot inactive, GSK3beta inhib -4, GSK3 alpha inh 2, hERG rescue -6, KCNK9 block inactive and KCNQ1 block inactive.
For Cn1cc(CN(Cc2ccccn2)C[C@@H]2CCC(=O)N2)c(-c2ccccc2F)n1 the results were RGS4 block inactive, DYRK1A inh 4, KCNK3 block inactive, PolyA inhibitor inactive, KCNQ1 act inactive, RGS4 pot inactive, GSK3beta inhib 2, GSK3 alpha inh -2, hERG rescue -6, KCNK9 block inactive and KCNQ1 block inactive.
Cc1cccc(C)c1NC(=O)/C(C#N)=C/c1cccs1 was read as RGS4 block inactive, DYRK1A inh -1, KCNK3 block inactive, PolyA inhibitor inactive, KCNQ1 act inactive, RGS4 pot inactive, GSK3beta inhib -2, GSK3 alpha inh -1, hERG rescue 2, KCNK9 block inactive and KCNQ1 block inactive.
CN(C(=O)CSc1nncn1-c1ccccc1)C1CCS(=O)(=O)C1 (configuration not stated) was read as RGS4 block inactive, DYRK1A inh -8, KCNK3 block inactive, PolyA inhibitor inactive, KCNQ1 act inactive, RGS4 pot inactive, GSK3beta inhib -3, GSK3 alpha inh 0, hERG rescue -4, KCNK9 block inactive and KCNQ1 block inactive.
`Cc1ccc(N2CC(C(=O)Nc3ccc(S(=O)(=O)Nc4nccc(C)n4)cc3)CC2=O)cc1` (configuration not stated) gave RGS4 block inactive, DYRK1A inh 0, KCNK3 block inactive, PolyA inhibitor inactive, KCNQ1 act inactive, RGS4 pot inactive, GSK3beta inhib 2, GSK3 alpha inh -2, hERG rescue -9, KCNK9 block inactive and KCNQ1 block inactive.
Cc1nnc(SCC(=O)N/N=C/c2ccc(-c3ccc(C)c(Cl)c3)o2)s1 was read as RGS4 block inactive, DYRK1A inh -6, KCNK3 block inactive, PolyA inhibitor inactive, KCNQ1 act inactive, RGS4 pot inactive, GSK3beta inhib 0, GSK3 alpha inh -1, hERG rescue -10, KCNK9 block inactive and KCNQ1 block inactive.
For CCOC(=O)c1oc2ccccc2c1COC(=O)CNC(=O)c1ccc(C)cc1 the results were RGS4 block inactive, DYRK1A inh 6, KCNK3 block inactive, PolyA inhibitor inactive, KCNQ1 act inactive, RGS4 pot inactive, GSK3beta inhib 1, GSK3 alpha inh -3, hERG rescue -8, KCNK9 block inactive and KCNQ1 block inactive.
For COc1ccc(S(=O)(=O)Nc2ccc(S(=O)(=O)N3CCCCC3)cc2)cc1C the results were RGS4 block inactive, DYRK1A inh 4, KCNK3 block inactive, PolyA inhibitor inactive, KCNQ1 act inactive, RGS4 pot inactive, GSK3beta inhib 3, hERG rescue -8, KCNK9 block inactive and KCNQ1 block inactive.
For Cc1cc(F)ccc1NC(=O)CCc1c(C)nn(-c2ccc(N3CCCCC3)nn2)c1C the results were RGS4 block inactive, DYRK1A inh 3, KCNK3 block inactive, PolyA inhibitor inactive, KCNQ1 act inactive, RGS4 pot inactive, GSK3beta inhib -4, GSK3 alpha inh -1, hERG rescue -10, KCNK9 block inactive and KCNQ1 block inactive.
Screening CCOC(=O)c1c(C)[nH]c(C(=O)OCC(=O)N2CCN(S(=O)(=O)c3ccccc3)CC2)c1C returned RGS4 block inactive, DYRK1A inh -5, KCNK3 block inactive, PolyA inhibitor inactive, KCNQ1 act inactive, RGS4 pot inactive, GSK3beta inhib 1, GSK3 alpha inh 0, hERG rescue -11, KCNK9 block inactive and KCNQ1 block inactive.
COc1ccc(C2/C(=C(/O)c3ccccc3)C(=O)C(=O)N2c2ccccn2)cc1 (configuration not stated) was read as RGS4 block inactive, DYRK1A inh 4, KCNK3 block inactive, PolyA inhibitor inactive, KCNQ1 act inactive, RGS4 pot inactive, GSK3beta inhib 0, GSK3 alpha inh -1, hERG rescue -14, KCNK9 block inactive and KCNQ1 block inactive.
Screening O=C(CCCCCCCC(=O)NNC(=O)Nc1ccccc1)NNC(=O)Nc1ccccc1 returned RGS4 block inactive, DYRK1A inh -2, KCNK3 block inactive, PolyA inhibitor inactive, KCNQ1 act inactive, RGS4 pot inactive, GSK3beta inhib 1, GSK3 alpha inh -1, hERG rescue -5, KCNK9 block inactive and KCNQ1 block inactive.
